# p97 inhibitor – blocks human p97 ATPase activity; recombinant p97 ATPase, Kinase-Glo ATP luminescence, 3 h; inhibition, % at 8 µM; 0.42% of 220,000 active; in the data active = inhibition above about 15%;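 also: 0% = DMSO vehicle and 100% = wells lacking enzyme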
# Target sequence (P55072 whole entry, looked up): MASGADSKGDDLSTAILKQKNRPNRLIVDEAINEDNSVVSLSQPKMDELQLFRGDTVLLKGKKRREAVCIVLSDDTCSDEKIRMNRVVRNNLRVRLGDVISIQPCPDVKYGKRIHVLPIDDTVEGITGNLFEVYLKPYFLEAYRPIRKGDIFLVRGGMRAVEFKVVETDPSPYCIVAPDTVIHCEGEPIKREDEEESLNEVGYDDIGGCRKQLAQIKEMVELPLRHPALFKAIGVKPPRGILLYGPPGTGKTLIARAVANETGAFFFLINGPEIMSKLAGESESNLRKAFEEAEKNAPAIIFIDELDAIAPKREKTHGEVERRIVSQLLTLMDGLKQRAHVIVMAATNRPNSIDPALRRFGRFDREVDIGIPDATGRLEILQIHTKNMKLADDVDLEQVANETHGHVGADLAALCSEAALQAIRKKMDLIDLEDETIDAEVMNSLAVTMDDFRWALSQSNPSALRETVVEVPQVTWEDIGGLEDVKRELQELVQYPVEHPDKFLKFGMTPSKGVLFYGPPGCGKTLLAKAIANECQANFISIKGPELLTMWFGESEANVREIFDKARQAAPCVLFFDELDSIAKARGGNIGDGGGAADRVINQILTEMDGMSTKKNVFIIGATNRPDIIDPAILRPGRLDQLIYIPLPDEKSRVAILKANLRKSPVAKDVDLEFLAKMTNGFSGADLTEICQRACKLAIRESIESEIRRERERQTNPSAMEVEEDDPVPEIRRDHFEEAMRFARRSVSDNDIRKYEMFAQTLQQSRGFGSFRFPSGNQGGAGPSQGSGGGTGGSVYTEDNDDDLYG
# Runt-CBFb FRET – inhibitors of human RUNX1 Runt domain binding to CBFb; AID 1496; inhibition, % at 20 µM; 0.46% of 220,000 active; Cerulean-Runt/Venus-CBFb FRET ratio 530/480, 1 h;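 active = inhibition over about 50% at 20 µM in the single-dose screen, limit read from the data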;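 also: 0% = DMSO wells and 100% = excess unlabeled CBFb competitor control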
#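 Assay system: Cerulean-Runt domain / Medium: Tris 50 mM pH 7.5, KCl, K2SO4, 0.01% BSA / Timing: protein complex preformed 1 h, compound exposure 1 h, room temperature, dark / Measured by: FRET, excitation 422 nm, emission at 530 and 480 nm / Evaluation: loss of energy transfer signal / Control set: 5 µM unlabeled CBFb as full-inhibition high control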
# RBBP9 inhibitor – inhibitors of human serine hydrolase RBBP9; recombinant RBBP9, FP-Rh probe fluorescence polarization; inhibition, % at 7.94 µM; 0.2% of 220,000 active;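 active = inhibition above the campaign mean of all tested compounds plus 3 SD, cut at about 14% in these data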;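 also: plate controls were DMSO wells with RBBP9 for no effect and wells lacking RBBP9 protein for full effect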
#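 system = RBBP9 protein | input = RBBP9 at 2.5 µM in dispensed solution, before mixing | measured by = fluorescence polarization (mP), excitation 525 nm, emission 598 nm | incubation = enzyme-compound preincubation 30 min, then probe labeling 45 min, 25 °C | buffer or medium = Tris-NaCl-Pluronic buffer, pH 8.0 | compound = single dose 7.94 µM | also added = FP-Rh probe, 375 nM dispensing solution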
# TbHK1 inh – blocks Trypanosoma brucei hexokinase 1 activity; recombinant TbHK1, G6PDH-coupled NADH A340; inhibition, % at 10 µM; 0.11% of 220,000 active; AID 1430;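 active = inhibition of 50% or more in the single-dose primary screen; inactive = inhibition below 50%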
# Calpain2 inh – inhibitors of pig calpain II; purified calpain II, fluorogenic peptide substrate, 30 min; inhibition, % at 16 µM; AID 1236; 0.37% of 220,000 active;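 active = inhibition above about 50%, limit read from the data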
# EBV gp42 inh – EBV gp42 inhibition | Q1HVG2 | Fluorescence polarization binding assay, mP read-out | inhibition, % (tested at 21.74 µM) | 0.42% of 220,000 active | AID 1085; in the data active = inhibition above about 50%
# Target sequence (Q1HVG2 whole entry, looked up): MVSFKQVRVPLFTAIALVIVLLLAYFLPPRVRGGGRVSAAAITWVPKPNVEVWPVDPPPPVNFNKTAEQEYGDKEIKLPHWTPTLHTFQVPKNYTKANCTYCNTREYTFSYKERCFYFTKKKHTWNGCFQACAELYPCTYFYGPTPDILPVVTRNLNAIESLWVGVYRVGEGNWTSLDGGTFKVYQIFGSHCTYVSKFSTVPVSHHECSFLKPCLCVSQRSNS
# NCF1 inh – inhibitors of human p47phox binding; P14598; p47phox/p22phox peptide binding, fluorescence polarization, 2 h; inhibition, % at 24.7 µM; 0.53% of 220,000 active; AID 1274;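 active = inhibition above about 30%, limit read from the data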;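 also: 0% = p47phox with labelled peptide and 100% = labelled peptide alone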
# Furin inh – human furin inhibition. 0.061% of 220,000 active. P09958. purified furin, fluorogenic substrate cleavage. inhibition, % at 30 µM. AID 463115; in the data active = inhibition above about 25%; also: inactives centre near -15
# Runt-SMMHC FRET – Runt domain-CBFb-SMMHC interaction inhibition; Q01196+Q13951; Cerulean-Runt/Venus-CBFb-SMMHC FRET ratio 530/480, 1 h; inhibition, % at 20 µM; 0.74% of 220,000 active; AID 1434;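 active = mean inhibition across duplicate retests at 20 µM reaching about 50%, limit read from the data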;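 also: 0% = DMSO wells and 100% = wells with excess untagged CBFb-SMMHC; inhibitors lower the FRET ratio by blocking Runt binding to CBFb-SMMHC; some results filed as inactive read as strong as hits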
# Starred values were filed as active, the others as inactive; i = inactive; nt = no result given; [ ] = another dose, or the depositor's remark.
SMILES,p97 inhibitor,Runt-CBFb FRET,RBBP9 inhibitor,TbHK1 inh,Calpain2 inh,EBV gp42 inh,NCF1 inh,Furin inh,Runt-SMMHC FRET
COc1cc(-c2cc(N3C(=O)Nc4ccccc4N3O)n[nH]2)cc(OC)c1OC,-1,-1,5,0,0,-1,-10,-18,-1
COc1ccc(N(CC(=O)N2CCN(c3cccc(C)c3)C(C)C2)S(=O)(=O)c2c(C)n[nH]c2C)cc1 (stereo not given),6,-4,-3,-4,-33,-12,1,-25,0
COc1cccc(-c2nnc(SCC(=O)OC(C)C)n2Cc2ccco2)c1,-8,3,-7,-4,-1,-12,-11,-26,1
OC1(c2cccnc2)CCN(Cc2nnnn2C2CCCCC2)CC1,6,-2,-6,6,15,8,0,-15,0
CCCC[n+]1ccn(-c2nc3ccccc3nc2[N-]S(=O)(=O)c2cccs2)c1,3,21,-4,-11,-75,-10,-10,-4,18
O=C(Nc1ccc(N2CCOCC2)cc1)c1ccccc1SCC(=O)N1CCCC1,3,-2,-2,2,-21,-19,-29,-32,-3
CCCn1c(C)cc(=O)c2cc(NC(=O)c3cnccn3)ccc21,3,-2,1,-15,-41,-4,-16,-3,4
CN(CC(=O)N1CCN(c2ncccn2)CC1)S(=O)(=O)c1ccc(Cl)cc1,8,-1,1,-7,-40,-12,-1,-27,-7
COc1cc2c(cc1OC)CC(=O)NC=C2,4,-155,-2,-2,37,-5,4,11,-5
COc1cccc(CN(C)Cc2nc(C3CC3)no2)c1,0,-1,-3,-4,15,-14,9,-15,-4
CC(=O)N/C(=N\OCc1ccc(Br)cc1)c1nonc1NC(C)=O,5,1,-10,0,-2,-12,-8,-24,1
Cc1cccc(NC(=O)CCn2ccnc2C)c1,2,1,-3,1,-23,-11,-7,-12[20 µM],3

# Reprinted from above, six compounds:
SMILES,p97 inhibitor,Runt-CBFb FRET,RBBP9 inhibitor,TbHK1 inh,Calpain2 inh,EBV gp42 inh,NCF1 inh,Furin inh,Runt-SMMHC FRET
COc1cc(-c2cc(N3C(=O)Nc4ccccc4N3O)n[nH]2)cc(OC)c1OC,-1,-1,5,0,0,-1,-10,-18,-1
COc1ccc(N(CC(=O)N2CCN(c3cccc(C)c3)C(C)C2)S(=O)(=O)c2c(C)n[nH]c2C)cc1 (stereo not given),6,-4,-3,-4,-33,-12,1,-25,0
COc1cccc(-c2nnc(SCC(=O)OC(C)C)n2Cc2ccco2)c1,-8,3,-7,-4,-1,-12,-11,-26,1
OC1(c2cccnc2)CCN(Cc2nnnn2C2CCCCC2)CC1,6,-2,-6,6,15,8,0,-15,0
CCCC[n+]1ccn(-c2nc3ccccc3nc2[N-]S(=O)(=O)c2cccs2)c1,3,21,-4,-11,-75,-10,-10,-4,18
O=C(Nc1ccc(N2CCOCC2)cc1)c1ccccc1SCC(=O)N1CCCC1,3,-2,-2,2,-21,-19,-29,-32,-3

# More results
SMILES,p97 inhibitor,Runt-CBFb FRET,RBBP9 inhibitor,TbHK1 inh,Calpain2 inh,EBV gp42 inh,NCF1 inh,Furin inh,Runt-SMMHC FRET
Cc1c(NC(=O)C(C)Sc2ccccc2)c(=O)n(-c2ccccc2)n1C (stereo not given),-5,2,-6,-3,-15,-15,-9,-10[20 µM],1
CCCC(=O)c1cc2c(cc1NC(=O)c1cccs1)OCCO2,2,nt,-7,-5,-101,-14,-18,-12[20 µM],-5
COc1ccc(-c2nc3ccccn3c2/N=C/c2ccc(OC)c(OC)c2)cc1O,1,-2,0,4,-357,16,-9,-40,5
NC(=S)Nc1ccc2cc[nH]c2c1,5,1,2,-6,8,-12,-7,-20,-1
Cc1cccc(OCC(=O)N/N=C\c2cc3c(cc2[N+](=O)[O-])OCO3)c1C,5,8,0,-6,-33,-7,-1,-20[20 µM],7
CCc1ccc(NC(=O)COC(=O)/C(=C/c2ccccc2OC)c2ccccc2)cc1,1,-2,-14,-6,2,-4,-11,-9,4
O=C1CC(c2ccco2)CC(O)=C1C=Nc1cc(Cl)cc(Cl)c1 (stereo not given),5,33,4,1,15,-18,-1,-13[20 µM],12
O=C(Cn1cnc2ccccc21)NC(c1ccccc1)c1ccccc1,-2,nt,-5,-2,-12,-19,-1,-17[20 µM],0
Cc1onc(-c2ccccc2Cl)c1C(=O)NCC1CCCO1 (stereo not given),5,1,-4,3,1,-14,-6,-19,2
C=CCOc1ccc(S(C)(=O)=O)cc1,1,0,-7,4,21,-4,5,-28,0
Cc1cc(C)nc(NC(=O)c2ccc(COc3ccccc3Cl)cc2)c1,-1,1,-4,4,-8,3,-21,-18,1
COC(=O)C1=CNC=C(C(=O)OC)C1c1ccc(Cl)cc1,-5,38,4,-6,i,-12,-10,-8[20 µM],83*
Cc1cc(C)c(S(C)(=O)=O)c(Oc2ccc(F)cc2)n1,1,nt,-9,5,13,-17,-22,-26[20 µM],-2
Cc1cccc(-n2ncc3c(NCCc4ccc(S(N)(=O)=O)cc4)ncnc32)c1,-7,2,-7,-8,-3,-5,-5,-17,1
Cc1ccc(NCc2nnc(SCC(=O)NCCc3ccccc3)n2C)cc1,2,-3,-13,3,9,2,-7,-29,2
Cc1nc2ccc(NC(=O)Cc3cccc(F)c3)cc2s1,4,0,0,-2,5,-20,10,3,-1
COc1cc2cc(C(c3nnnn3C3CCCC3)N3CCc4ccccc43)c(=O)[nH]c2cc1OC (stereo not given),1,-3,2,-17,-111,-10,-13,-28,-16
CCOC(=O)N1CN(C(=O)OCC)CN(C(=O)OCC)C1,6,2,-2,-5,12,-9,-7,-9,-6
Cc1ccc(S(=O)(=O)Oc2ccc(/C=C(/NC(=O)c3ccccc3)C(=O)NCCC(=O)O)cc2)cc1,0,5,-5,-10,-42,-12,-8,-21,7
Cc1cccc(-c2nc(CS(=O)CC(=O)NCC3CCCO3)c(C)o2)c1 (stereo not given),1,-1,0,1,-7,-9,0,-30,1
NC(=S)Nc1ncc(CCN2CCOCC2)c(-c2ccc(F)cc2)n1,4,0,-4,-5,-24,-4,-2,-32,0
Cc1cc2oc(=O)cc(C)c2cc1NC(=O)CCC(=O)O,0,2,-4,-5,-122,-24,-10,-11,-5
Cc1ccc2c(CC(=O)Nc3cccc(S(=O)(=O)N4CCOCC4)c3)coc2c1,-5,-3,-10,4,51*,-5,-7,-11,0
Cc1c(Cl)cccc1NC(=S)NCC(c1cccnc1)N(C)C (stereo not given),3,2,-9,-6,-12,-3,-3,-33,-2
N/C(Cc1ccc([N+](=O)[O-])cc1)=N\OC(=O)c1ccccc1Br,6,-2,-3,29,-4,8,-3,-22,1
CCOC(=O)N1CCN(C(=O)Cn2ncc3ccccc32)CC1,2,-1,-2,4,-6,-2,-12,-17,1
N=c1c2c(-c3ccccc3)c(-c3ccccc3)oc2ncn1CCCN1CCOCC1,1,-2,1,-20,-64,5,-11,-8,-4
Cc1ccc(/C=N/n2c(C)nnc2C)cc1,7,0,-3,-2,-33,-10,-22,-13,-1
Cc1cc(C)c(NC(=O)c2c[nH]c(=S)n2-c2ccc(F)cc2)c(C)c1,5,5,-1,0,-27,-4,-4,-21,6
CC(=O)C(Sc1ncnc2c1nnn2-c1ccc(F)cc1)C(=O)N(C)C (stereo not given),5,20,1,-2,-2,-19,-12,-6,8
Cc1cc(C)n(-c2ccc(C(=O)Nc3ccccn3)cc2)n1,0,-7,-7,-5,-19,3,0,-23,-14
CCOC(=O)c1cc(-c2ccc(OC)cc2)n(CCC(=O)NC2CCN(Cc3ccccc3)CC2)c1C,-1,2,-6,0,-10,-15,-18,-30,3
O=c1c2ccccc2nc2n1C(CSc1ccc(Br)cc1)CN2 (stereo not given),3,1,-4,-4,1,-9,6,-9[20 µM],-9
CC1(C)Cc2c(c(-c3ccccc3)nc(N3CCOCC3)c2C(N)=O)CO1,5,0,-1,-1,-15,-9,-14,2[20 µM],-1
Cc1nonc1NC(=O)c1ccccc1Br,-2,1,-2,-2,2,-15,-10,-26[20 µM],-7
COc1ccc(-c2nn(-c3ccccc3)cc2/C=N/Nc2ccccn2)cc1,1,0,-7,-26,3,-2,-4,-3,0
COc1ccc(C(=O)/C=C/c2cccs2)c(OC(=O)N2CCOCC2)c1,2,2,-7,-28,10,-3,-2,-3,1
O=C(COC(=O)C1COc2ccccc2O1)NC(=O)NC1CCCC1 (stereo not given),-1,0,-2,-6,8,-4,-4,-34,2
CC1CCN(CC(=O)N2c3ccccc3CC2C)CC1 (stereo not given),-3,0,-9,1,31,-20,-3,-24,-4
CCOC(=O)NC1=NCC(C)S1 (stereo not given),4,-3,-6,-4,5,-13,1,-29,2
CCOC(=O)c1ccc(NC(=O)CC2SC(=NC)N(C)C2=O)cc1 (stereo not given),-2,0,-4,6,-12,-18,-7,-22[20 µM],0
COC(=O)Nc1ccc(S(=O)(=O)N2CCCC(C(=O)NC3CCCCC3)C2)cc1 (stereo not given),3,0,0,-7,-35,9,3,-21,-1
COC(=O)C1C(c2ccc(OC)cc2)Nc2nnc(C(F)(F)F)n2C1(C)O (stereo not given),-4,0,-6,-1,17,0,1,-11,1
COc1ccc(-n2nnnc2SCC(=O)c2ccc3c(c2)OCCO3)c(OC)c1,5,0,-4,4,-4,-10,-7,-27,-1
Cc1cc(S(=O)(=O)N2CCCC(C(=O)Nc3ccc(C(=O)O)cc3)C2)ccc1Cl (stereo not given),3,-1,-2,-4,-13,-21,-9,-20,-4
COc1ccc(-c2nc(SC(CC(=O)NCCN3CCOCC3)c3cccs3)n[nH]2)cc1 (stereo not given),1,-2,-6,33,-2,10,-6,-32,-5
O=C(Nc1nccs1)c1c(O)c2c([nH]c1=O)CCCC2,11,-4,0,-19,6,-16,-6,-12,-11
CC(C)CC(=O)Nc1ccc(S(=O)(=O)NCc2ccco2)cc1,0,0,4,5,-47,-9,-8,-14[20 µM],0
O=C(CSc1nc(Cc2ccccc2)nc2ccccc12)c1ccc2c(c1)OCCO2,0,11,1,0,-10,-8,-12,-20[20 µM],32
O=C(CSc1ncnc2c1nnn2Cc1ccccc1F)N1CCN(c2ccccc2)CC1,4,-2,-8,3,3,-22,-17,-14[20 µM],7
Cc1ccc(S(=O)(=O)c2nc(C(C)(C)C)oc2N2CCOCC2)cc1,0,2,-3,0,-6,-17,-13,-12[20 µM],6
O=C(CSc1cn(CC(=O)N2CCCC2)c2ccccc12)NCC1CCCO1 (stereo not given),4,1,3,0,-13,-17,-16,-11,-2
Cc1csc2c(SCC(=O)NNC(=O)C(Cl)Cl)ncnc12,8,0,-4,-7,2,-6,-45,-12,-26
CCOn1c(=O)c(-c2cc3ccccc3o2)[n+]([O-])c2ccccc21,-2,6,-2,-6,-65,-14,-14,-23[20 µM],-36
O/N=C1/CC/C(=N\O)c2nn(-c3ccccc3)nc21,2,0,-5,1,-4,-5,-4,-14,1
CC(C)NC(=O)C1CCCN(S(C)(=O)=O)C1 (stereo not given),4,0,-2,-2,48,1,-1,-10[20 µM],-6
O=C(CSc1oc(-c2ccc(F)cc2)nc1S(=O)(=O)c1ccc(F)cc1)NCC1CCCO1 (stereo not given),1,2,3,7,-4,-1,14,-8[20 µM],-1
COc1ccc(CCNC(=O)c2c(C)nc3ccccn23)cc1,3,7,-2,-1,0,-14,-7,-23,-2
COc1ccc2nc(NC3=NC(C(=O)Nc4ccc(C)cc4)CC(=O)N3)nc(C)c2c1 (stereo not given),-7,-1,-6,3,-86,5,8,-17,4
COc1ccc(C2(CNS(=O)(=O)c3ccccc3)CCOCC2)cc1,-1,-1,0,0,0,-2,0,-17,0

# Screening results: PubChem BioAssay, several laboratories
